ATG4B inhibitor = ATG4B (human) cysteine protease inhibition; 340,000 tested, 0.51% active; AID 504462; inhibition, % at 8.33 µM; Q9Y4P1; ATG4B cleavage of LC3-PLA2, NBD-HPC fluorescence, 1 h; in the data active = inhibition above about 40%
mIAP activ = mouse IAP activation. muIAP, CDP-Star luminescence, 30 min; active compounds read high; 1 = vehicle-only enzyme signal, 0 = enzyme-free wells. activation factor at 10 µM. 330,000 tested, 0.24% active. AID 2805;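 active = activation factor of at least 2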; note: the source names both 10 and 20 µM as test concentration; values of inactives mirror those of a sister screen read the other way
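Assay system: mouse IAP enzyme; Reagent: CDP-Star chemiluminescent phosphatase substrate; Compound: DMSO-dissolved test compounds; Incubation: 30 min, room temperature; Technique: luminescence from enzymatic CDP-Star hydrolysis; Controls: DMSO-only wells and no-enzyme negative control.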
hIAP block = blocks human intestinal alkaline phosphatase | P09923 | purified IAP, CDP-Star luminescence, 30 min | inhibition, % at 10 µM | 330,000 tested, 0.12% active;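 active = inhibition reaching a set limit with compound at 10 µM in the primary screen, cut at about 35% in these data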;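 note: plate controls were DMSO wells with enzyme for no effect and no-enzyme buffer wells for full effect; values of inactives mirror those of a sister screen read the other way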
Target sequence (P09923 whole entry, looked up): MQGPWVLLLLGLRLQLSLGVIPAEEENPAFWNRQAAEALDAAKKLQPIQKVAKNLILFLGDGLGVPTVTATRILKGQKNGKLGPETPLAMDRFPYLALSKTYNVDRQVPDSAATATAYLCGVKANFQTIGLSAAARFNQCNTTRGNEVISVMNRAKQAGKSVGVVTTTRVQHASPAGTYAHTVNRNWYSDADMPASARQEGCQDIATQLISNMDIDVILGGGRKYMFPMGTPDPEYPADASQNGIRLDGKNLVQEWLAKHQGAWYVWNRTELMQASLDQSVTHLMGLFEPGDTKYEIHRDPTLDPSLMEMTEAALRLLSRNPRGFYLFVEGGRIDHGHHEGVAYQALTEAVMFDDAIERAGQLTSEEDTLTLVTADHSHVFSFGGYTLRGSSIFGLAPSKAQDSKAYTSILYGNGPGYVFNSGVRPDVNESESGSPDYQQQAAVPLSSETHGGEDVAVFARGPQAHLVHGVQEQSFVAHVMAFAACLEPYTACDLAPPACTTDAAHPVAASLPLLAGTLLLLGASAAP
PfG6PD inh = PfG6PD (Plasmodium falciparum) enzyme inhibition. PfGluPho enzyme, NADPH resazurin-diaphorase fluorescence. inhibition, % at 20 µM. 350,000 tested, 0.78% active. AID 504690;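 active = inhibition reaching at least a set limit at 20 µM in the primary screen, cut at about 59% in these data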;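 note: 0% = DMSO wells with substrate and 100% = DMSO wells lacking glucose-6-phosphate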
A3A deaminase = inhibitors of human APOBEC3A DNA deaminase; P31941; recombinant A3A, FAM/TAMRA ssDNA deamination fluorescence; inhibition, % at 20 µM; 330,000 tested, 0.41% active; AID 493011;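 active = at least 40% inhibition at 20 µM here, with at most 30% in a related deaminase screen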;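 note: plate controls were A3A with DMSO for no effect and wells lacking A3A enzyme for full effect; some results filed as inactive read as strong as hits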
Target sequence (P31941 whole entry, looked up): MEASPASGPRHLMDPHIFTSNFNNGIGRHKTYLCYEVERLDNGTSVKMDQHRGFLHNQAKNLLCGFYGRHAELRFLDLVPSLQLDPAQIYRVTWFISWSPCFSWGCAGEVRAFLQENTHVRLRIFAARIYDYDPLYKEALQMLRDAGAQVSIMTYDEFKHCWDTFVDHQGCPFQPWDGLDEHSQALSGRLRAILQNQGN
HKDC1 inh = inhibitors of human hexokinase HKDC1; recombinant HKDC1, G6PDH/diaphorase resazurin coupled fluorescence; inhibition, % at 20 µM; 340,000 tested, 0.16% active;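 active = inhibition above about 35% when tested at 20 µM, limit read from the data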;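 note: plate controls were DMSO wells with enzyme for no effect and DMSO wells lacking enzyme for full effect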
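Test system: recombinant HKDC1 (HK5) hexokinase enzyme, produced in-house; Amount: enzyme 5 µg/mL final; Buffer or medium: Tris pH 8.0 buffer with MgCl2, Tween-20, BSA, BME; Reagent: glucose and ATP substrates; Doses: 20 µM test compound, 1% DMSO; Incubation: 90 min reaction incubation at room temperature, dark; Detection: resorufin fluorescence at 613 nm.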
hIAP act = increases human intestinal alkaline phosphatase activity. purified human IAP, CDP-Star luminescence, 30 min; active compounds read high; 1 = vehicle-only enzyme, 0 = enzyme-free background. AID 2524. activation factor at 10 µM. 330,000 tested, 0.16% active;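 active = activation factor of the enzyme at least 2-fold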; note: the source names both 10 and 20 µM as test concentration; values of inactives mirror those of a sister screen read the other way
mIAP inh = mouse IAP inhibition; purified mouse IAP, CDP-Star luminescence, 30 min; 330,000 tested, 0.2% active; inhibition, % at 10 µM;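 active = inhibition of at least 40% at 10 µM in the primary screen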;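 note: plate controls were DMSO with enzyme for no effect and no enzyme wells for full effect; values of inactives mirror those of a sister screen read the other way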
* = called active by the depositor.

SMILES | ATG4B inhibitor | mIAP activ | hIAP block | PfG6PD inh | A3A deaminase | HKDC1 inh | hIAP act | mIAP inh
O=C(CN=C1NS(=O)(=O)c2ccccc21)OCC(=O)c1cc(F)ccc1F | -7 | 0.97 | 2 | -15 | 4 | -7 | 0.98 | 2
O=C(O)c1ccccc1C(=O)Nc1ccc(Oc2cccc(C(F)(F)F)c2)nc1 | -8 | 1 | -8 | -5 | -5 | -4 | 1.1 | 0
C#CCOCCOCCOCCNc1nc(N2CCN(C(=O)C([C@@H](C)O)n3cc([C@@H](N)CCCCN)nn3)CC2)nc(N2CCN(C(=O)[C@H](CCCN=C(N)N)n3cc(C(N)[C@@H](C)CC)nn3)CC2)n1 (stereo not given in full) | 10 | 1 | 2 | 15 | 5 | -5 | 0.98 | -3
CN(C)CC1CCCCC1OC(=O)c1ccc(Cl)cc1 (stereo not given) | 0 | 1 | 3 | -11 | -4 | -4 | 0.97 | -4
COCCNC(=S)N1CCN(c2nc(-c3ccccc3)cs2)CC1 | -5 | 0.99 | 3 | 15 | -6 | -3 | 0.97 | 1
CSc1ccccc1OCc1cc(C(=O)N(C)C2CCCc3ccccc32)no1 (stereo not given) | 23 | 0.98 | 23 | 4 | -3 | 2 | 0.77 | 2
CN(C(=O)CC1C(=O)NCCN1Cc1ccc(F)c(F)c1)C1CCCCC1 (stereo not given) | 12 | 1 | -28 | -17 | -2 | 3 | 1.3 | -3
CCN(CC(=O)Nc1ccc(NC(C)=O)cc1)C(=O)CSc1nnc(-c2ccco2)n1CC | -5 | 1.1 | -4 | -20 | 9 | -3 | 1 | -6
CC(C)(C)c1nnc2sc(SCC(=O)c3ccc4c(c3)OCCO4)nn2c1=O | 10 | 0.74 | 0 | 1 | 1 | -5 | 1 | 26
Cc1ccc2nc(-c3ccccc3)cc(C(=O)N3CCN(S(=O)(=O)c4c(C)noc4C)CC3)c2c1 | -15 | 1.1 | 2 | 5 | -2 | -1 | 0.98 | -8
COc1ccc(NC(=O)C2CCCN2S(=O)(=O)c2ccc(C)cc2)cc1 (stereo not given) | 9 | 1.1 | 9 | 7 | 5 | -6 | 0.91 | -9
Cc1ccc(C)c(CSCc2nc3ccccc3[nH]2)c1 | 6 | 1.2 | -14 | 11 | 2 | 8 | 1.1 | -16
Cc1cc(C(=O)COC(=O)CC2Sc3ccccc3NC2=O)c(C)n1-c1ccc2c(c1)OCO2 (stereo not given) | 8 | 0.94 | -9 | 42 | 1 | -2 | 1.1 | 6
Cc1noc(C)c1S(=O)(=O)NCc1cccc(Cl)c1 | 7 | 1.1 | -9 | 38 | -1 | -1 | 1.1 | -10
CCOC(=O)N1CCN(C(=O)c2ccc3nc(SCc4ccc(F)cc4)n(C)c3c2)CC1 | -9 | 1 | -6 | -9 | -19 | -1 | 1.1 | 0
c1ccc(N2CCN(c3nnnn3-c3ccccc3)CC2)cc1 | -6 | 1 | 3 | -7 | -4 | -3 | 0.97 | -3
COc1ccc(-c2cc(C(=O)NC3=NCCS3)c3ccccc3n2)cc1OC | -2 | 1 | -6 | 11 | 1 | -4 | 1.1 | -1
COc1ccc(NC(=S)NC(NC(=O)CCl)C(Cl)(Cl)Cl)c([N+](=O)[O-])c1 (stereo not given) | -11 | 0.81 | -2 | 65* | 0 | 19 | 1 | 19
C[C@@H]1CN(C2CCN(Cc3nc(C(c4ccccc4)c4ccccc4)no3)CC2)C[C@H](C)O1 | -6 | 1 | 0 | -4 | -4 | -4 | 1 | -2
CN(C)/C=N/c1ncc(C(=O)c2ccc(Cl)cc2Cl)s1 | -12 | 1.1 | -11 | -2 | 8 | -2 | 1.1 | -8
COc1ccc(S(=O)(=O)N2CCN(c3cnccn3)CC2)cc1 | -1 | 1 | 9 | -19 | -3 | 2 | 0.91 | -1
Cc1cccnc1NC(=O)c1ccc(S(=O)(=O)N2CC(C)OC(C)C2)cc1 (stereo not given) | -9 | 1 | -4 | -3 | 0 | -4 | 1 | -2
Cc1cc(=O)oc2cc(OCC3CC(c4ccc(Cl)cc4)=NO3)ccc12 (stereo not given) | 12 | 0.81 | 17 | -11 | 2 | 7 | 0.83 | 19
COc1ccc([C@H]2[C@H](C(=O)C(C)(C)C)N3N=Cc4ccccc4C3[C@]23N=C(c2ccccc2)OC3=O)cc1 (stereo not given in full) | 0 | 0.97 | -19 | 18 | -2 | -1 | 1.2 | 3
CN(CCc1ccccc1)C(=O)c1cccc(NC(=O)Cc2ccc([N+](=O)[O-])cc2)c1 | -8 | 0.98 | 17 | 4 | -3 | 2 | 0.83 | 2

Later entries.
SMILES | ATG4B inhibitor | mIAP activ | hIAP block | PfG6PD inh | A3A deaminase | HKDC1 inh | hIAP act | mIAP inh
CC1CCN(S(=O)(=O)c2cnc[nH]2)CC1 | 0 | 1.1 | -10 | -10 | -2 | -5 | 1.1 | -6
Cc1ccc(C(=O)NCC(=O)OCC(=O)c2ccc3c(c2)NC(=O)CO3)cc1 | -7 | 1 | -13 | 0 | 23 | -1 | 1.1 | -1
COc1cc(/C=N/NC(=O)c2cc(-c3ccco3)nc3ccccc23)cc(OC)c1O | -14 | 0.77 | -9 | 37 | 15 | 4 | 1.1 | 23
COc1cc(C(=O)N/N=C(\Cc2ncc[nH]2)c2ccccc2)cc(OC)c1OC | -13 | 0.9 | -44 | 2 | -2 | -2 | 1.4 | 10
O=C1CSC(c2ccccc2Br)N1c1ccc(Cl)cn1 (stereo not given) | -8 | 1 | -16 | 8 | 1 | -4 | 1.2 | 0
NC(=O)CC(NC(=O)Cc1cccc2ccccc12)c1ccc(NCc2ccccn2)c([N+](=O)[O-])c1 (stereo not given) | 0 | 0.99 | 0 | -4 | -4 | 5 | 0.99 | 1
Cc1nc2ccc(Br)cc2c(=O)n1Cc1cccs1 | 20 | 1.1 | -10 | -17 | 1 | 3 | 1.1 | -8
COc1ccc(OC)c(CN2CCCC(CCC(=O)N(C)CCc3ccccn3)C2)c1 (stereo not given) | 19 | 1 | -10 | -8 | -3 | -8 | 1.1 | -2
CCc1nc2ccc(C(=O)N3CCN(CC)CC3)cc2nc1CC | -6 | 1 | -1 | 1 | -4 | -6 | 1 | -1
Cc1nc(C)n(CC(O)COc2ccc(C(=O)c3ccccc3)cc2)n1 (stereo not given) | -9 | 1 | -12 | 6 | 0 | -5 | 1.1 | -5
COc1ccc(-c2csc(NC(=O)CCN3C(=O)C4CC=CCC4C3=O)n2)cc1OC (stereo not given) | -10 | 0.95 | 6 | -2 | -2 | 1 | 0.94 | 5
CCOc1nc(-c2ccccc2)ccc1-c1noc(COC)n1 | -19 | 0.98 | 5 | -11 | -1 | 4 | 0.95 | 2
COCc1cc(C)[nH]c(=O)c1C#N | 0 | 1 | -31 | 1 | -1 | 8 | 1.3 | -4
O=C(COc1ccc(F)cc1)N(Cc1ccc(Cl)cc1)C1CCS(=O)(=O)C1 (stereo not given) | -6 | 0.97 | 8 | 19 | -3 | 7 | 0.92 | 3
Cc1ccc(OC(F)F)c(NC(=O)Nc2cccc(C(F)(F)F)c2)c1 | 27 | 2.1* | -2 | 16 | 8 | 0 | 1 | -106
O=C(COc1coc(CN2CCN(c3ccccc3)CC2)cc1=O)NC1CCCCC1 | -2 | 0.97 | 1 | -4 | -6 | -5 | 0.99 | 3
CCSc1nnc(-c2cccc(S(=O)(=O)N(C)C)c2)n1-c1cc(OC)ccc1OC | -7 | 0.88 | 13 | 21 | 0 | -11 | 0.87 | 12
S=C(NCc1ccco1)NCC1CCCO1 (stereo not given) | -3 | 0.91 | -9 | 4 | -4 | 2 | 1.1 | 9
CC(C)Sc1cc(N2CCOCC2)nc(-c2ccc(Cl)cc2)n1 | 9 | 1 | -10 | 6 | 5 | -2 | 1.1 | -1
CC(C)N1C(=O)C(=O)N(CC(=O)N2CCc3ccccc32)C1=O | -5 | 0.97 | 10 | -4 | -4 | -4 | 0.9 | 3
COc1ccccc1CC(=O)N1CCN(S(=O)(=O)c2ccccc2)CC1 | 0 | 1.1 | 9 | -3 | -2 | -5 | 0.91 | -5
O=C(Nc1cc2c(cc1Cl)OCCCO2)c1ccco1 | -2 | 1.1 | 7 | -5 | 2 | -1 | 0.93 | -12
CCn1c(CSc2nc3ccccc3s2)nnc1SCC(=O)c1ccc(O)c(O)c1 | 3 | 0.56 | 1 | -12 | 3 | -5 | 0.99 | 44*
O=C(COC(=O)CNC(=O)c1ccccc1Cl)Nc1ncc(C(F)(F)F)cc1Cl | -1 | 0.9 | 0 | 23 | 22 | -11 | 1 | 10
CCc1cc(=O)oc2c(CN3CCN(C)CC3)c(O)ccc12 | -1 | 0.98 | 8 | -1 | 3 | -8 | 0.92 | 2

More entries follow.
SMILES | ATG4B inhibitor | mIAP activ | hIAP block | PfG6PD inh | A3A deaminase | HKDC1 inh | hIAP act | mIAP inh
CC1CCCCN1C(=O)CCC(=O)Nc1nnc(C(F)(F)F)s1 (stereo not given) | 0 | 0.94 | -5 | 2 | -4 | -2 | 1.1 | 6
CCCNC(=O)N1CCN(S(=O)(=O)c2ccc(C)cc2)CC1 | 2 | 0.97 | -10 | -23 | 3 | -1 | 1.1 | 3
COc1ccc(CCN(Cc2cc3cc(C)c(C)cc3nc2Cl)C(=O)C2CC2)cc1 | -12 | 0.99 | 6 | -3 | 0 | -10 | 0.94 | 1
O=C(COC(=O)/C=C/c1ccc(Br)o1)NC1CCCCC1 | 1 | 0.98 | 10 | 6 | 8 | 4 | 0.91 | 2
Cc1ccc(-c2nc(=S)c3c(n2CC2CCCO2)CC(C)(C)OC3)cc1 (stereo not given) | -17 | 0.95 | 4 | -4 | -1 | -11 | 0.96 | 5
O=C(NNC(=O)c1ccccc1[N+](=O)[O-])c1ccc(NS(=O)(=O)c2cccs2)cc1 | 0 | 0.91 | -41 | -6 | -1 | -5 | 1.4 | 9
CCOc1ccc(-c2nnc(SCC(=O)N(CC)CC)n2N)cc1 | 5 | 1 | -4 | 11 | -4 | -7 | 1 | -2
CC(C)(C)c1cc(CCC(=O)NCC2CCCO2)cc(C(C)(C)C)c1O (stereo not given) | -6 | 1.1 | -4 | -3 | -2 | -1 | 1 | -7
CCN(C(=O)COC(=O)C1CCN(S(=O)(=O)c2ccc3c(c2)OCCO3)CC1)C1CCS(=O)(=O)C1 (stereo not given) | -10 | 1 | -2 | 2 | -2 | -6 | 1 | -1
CCSc1ncnc2c1oc1ccccc12 | 1 | 0.89 | 16 | 4 | 1 | -6 | 0.84 | 11
COc1ccc(CCNC(=O)c2nnc(Cc3ccc(Cl)cc3)o2)cc1OC | 2 | 0.94 | 0 | -16 | 0 | 5 | 1 | 6

Screens from PubChem BioAssay.
